Bioassay records: PubChem, several laboratories
TNF death inh: TNF-alpha cell death inhibition in Jurkat FADD-/- cells; Jurkat FADD-/- TNF necroptosis rescue, ATP luminescence, 24 h; 0 = TNF only, 100 = no-TNF cells; activation (protection from cell death), % at 10 µM; actives 0.068% (n = 220,000);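 active means activation, meaning protection from cell death, of at least 50% relative to plate controls; inactive means activation below 50%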;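 further: necroptosis triggered by 40 ng/mL TNF-alpha added together with compound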
RBBP9 inhibitor: inhibitors of human serine hydrolase RBBP9; actives 0.2% (n = 220,000); O75884; recombinant RBBP9, FP-Rh probe fluorescence polarization; inhibition, % at 7.94 µM;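 active means inhibition above the campaign mean of all tested compounds plus 3 SD, cut at about 14% in these data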;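 further: plate controls were DMSO wells with RBBP9 for no effect and wells lacking RBBP9 protein for full effect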
Target sequence (O75884 whole entry, looked up): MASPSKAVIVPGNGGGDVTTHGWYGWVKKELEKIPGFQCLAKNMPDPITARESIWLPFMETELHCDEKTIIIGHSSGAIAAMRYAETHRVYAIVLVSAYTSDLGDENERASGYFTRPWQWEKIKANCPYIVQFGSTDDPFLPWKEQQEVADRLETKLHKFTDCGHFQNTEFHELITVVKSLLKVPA
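system = RBBP9 protein | input = RBBP9 at 2.5 µM in dispensed solution, before mixing | measured by = fluorescence polarization (mP), excitation 525 nm, emission 598 nm | incubation = enzyme-compound preincubation 30 min, then probe labeling 45 min, 25 °C | buffer or medium = Tris-NaCl-Pluronic buffer, pH 8.0 | compound = single dose 7.94 µM | also added = FP-Rh probe, 375 nM dispensing solution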
BaF3 tox: counter-screen for JAK2V617F inhibitors: parental Ba/F3 viability inhibitors; CellTiter-Glo ATP luminescence; inhibition, % at 5.6 µM; actives 1.1% (n = 220,000);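 active means inhibition above a per-campaign cutoff, the mean inhibition of all tested compounds plus 3 SD, cut at about 27% in these data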;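 further: 0% = DMSO wells and 100% = JAK Inhibitor I control wells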
CHOP inh: inhibitors of CHOP induction in ER stress response. CHO-K1 CHOP-promoter luciferase, tunicamycin-induced, 15-18 h. inhibition, % at 10 µM. actives 3.8% (n = 220,000). AID 2732;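 active means compounds that reduced the stress-induced luciferase reporter signal by more than about 70% of percent inhibition, limit read from the data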;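 further: 0% = tunicamycin plus vehicle and 100% = wells without tunicamycin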
Ba/F3 V617F tox: lowers viability of Ba/F3 cells expressing EpoR and JAK2V617F | ATP luminescence | inhibition, % at 5.6 µM | actives 1.1% (n = 220,000);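 active means inhibition above the campaign mean plus 3 SD over all tested compounds, cut at about 24% in these data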;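 further: cytokine-independent growth of Ba/F3 cells driven by EpoR plus mutant JAK2; 0% = DMSO-treated cells and 100% = JAK inhibitor I control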
Wee1 degr inh: blocks degradation of human Wee1 kinase. P30291. actives 1.2% (n = 220,000). reporter increase, % at 5 µM. HeLa Luc-Wee1K328M stability, luciferase luminescence; 100% = proteasome inhibitor MG132 effect. AID 1321;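 active means activation above the mean of all tested compounds plus 3 SD, set per screening run, cut at about 8.8% in these data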;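 further: cells exposed to compound for 20 h before luminescence read; 0% = DMSO alone and 100% = MG132 at 30 µM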
Target sequence (P30291 whole entry K328M): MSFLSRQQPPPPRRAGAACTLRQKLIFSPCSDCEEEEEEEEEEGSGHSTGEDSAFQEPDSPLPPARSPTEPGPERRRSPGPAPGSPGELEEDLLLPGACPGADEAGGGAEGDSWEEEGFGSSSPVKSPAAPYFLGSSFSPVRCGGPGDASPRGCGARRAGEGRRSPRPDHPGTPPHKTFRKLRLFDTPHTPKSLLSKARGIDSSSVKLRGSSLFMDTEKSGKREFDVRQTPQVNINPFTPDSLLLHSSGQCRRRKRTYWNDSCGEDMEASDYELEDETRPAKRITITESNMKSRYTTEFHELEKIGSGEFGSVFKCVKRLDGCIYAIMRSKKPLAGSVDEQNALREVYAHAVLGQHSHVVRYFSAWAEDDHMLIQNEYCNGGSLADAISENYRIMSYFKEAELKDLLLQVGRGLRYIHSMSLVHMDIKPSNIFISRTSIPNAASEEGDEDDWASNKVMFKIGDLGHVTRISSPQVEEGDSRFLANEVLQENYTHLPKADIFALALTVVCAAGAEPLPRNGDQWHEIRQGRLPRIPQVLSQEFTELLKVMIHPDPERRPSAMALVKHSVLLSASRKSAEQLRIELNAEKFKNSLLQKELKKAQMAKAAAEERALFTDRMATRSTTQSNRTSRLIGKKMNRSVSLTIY
TRPML3 ag: activates the human TRPML3 channel | Q8TDD5 | HEK293 TRPML3-YFP, Fluo-8 calcium fluorescence; 100% = the carbachol control signal | activation, % at 3 µM | actives 0.29% (n = 220,000) | AID 1448;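 active means activation above its plate's cutoff, the mean activation of the plate's test wells plus 3 SD, cut at about 12% in these data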;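 further: 0% = DMSO only wells and 100% = carbachol wells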
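Test system: TRPML3-YFP stable HEK293 cells. Doses: single point at 3 µM. Incubation: dye loading 1 h 37 °C then 30 min ambient, 125 s read. Signal: Fluo-8 calcium dye fluorescence, ex 470-495, em 515-575 nm. Measure: percent activation from peak-to-basal fluorescence ratio, scaled between DMSO and carbachol.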
TRPN1 ag: activates the zebrafish TRPN1 channel; activation, % at 3 µM; HEK293 zebrafish TRPN1-YFP, Fluo-8 calcium fluorescence; 100% = response to 87 µM carbachol; actives 0.18% (n = 220,000);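 active means activation above its plate's cutoff, the mean activation of test wells on that plate plus 3 SD, cut at about 19% in these data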;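 further: 0% = DMSO alone and 100% = 87 µM carbachol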
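Material – zebrafish TRPN1-YFP in HEK293 cells · Doses – 3 µM single point · Schedule – dye 1 h 37 °C plus 30 min RT · Signal – Fluo-8 calcium fluorescence, excitation 470-495 nm, emission 515-575 nm · Read-out – % activation versus carbachol response · Control set – carbachol high, DMSO low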
PPC-1+TRAIL kill: PPC-1 cancer cell killing with TRAIL present. actives 0.41% (n = 220,000). cell killing (% activity), % at 4 µM. PPC-1 cells + TRAIL, ATPLite viability luminescence;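 active means cell killing above 50% in the first pass at 4 µM, then a duplicate retest at 5 µM averaging 50% or more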;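 further: plate controls were cells with TRAIL plus DMSO for no effect and medium-only wells lacking cells for full effect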
Active calls of the source: *; / = not tested or not shown.

smiles	TNF death inh	RBBP9 inhibitor	BaF3 tox	CHOP inh	Ba/F3 V617F tox	Wee1 degr inh	TRPML3 ag	TRPN1 ag	PPC-1+TRAIL kill
CC(C)(C)NC(=O)NC(=O)Cn1ccsc1=N	1.7	-9.8	6.7	9.8	3.2	2.5	0.9	1.7	25.1
COc1cccc(C(=O)Nc2ccc(F)cc2F)c1	-1.3	-9.1	9.7	15.7	4.1	1.1	0.0	-0.2	2.8
c1ccc(OCc2noc(CN3CCC(C4CCCCC4)C3)n2)cc1 (configuration not stated)	1.0	-10.3	-1.8	68.8	-3.1	2.6	1.2	1.1	-0.1
Cc1ccc(C(=O)Nc2nc3ccc(S(C)(=O)=O)cc3s2)o1	-14.2	1.9	14.4	-16.9	9.1	4.2	0.8	1.5	48.0
Cc1cc(OCc2ccc(C(=O)n3cccn3)o2)ccc1Cl	-1.1	1.1	3.0	43.0	0.9	-1.5	0.0	2.3	3.6
CCN(CC)C(=O)Cn1cc(S(=O)(=O)CC(=O)N2CCCCCC2)c2ccccc21	-0.1	-4.1	8.4	9.4	1.4	1.1	0.2	0.9	19.0
O=C(NC1(C(F)(F)F)C(=O)Nc2c1c(=O)[nH]c(=O)n2-c1ccccc1)c1ccncc1 (configuration not stated)	-0.4	2.6	4.8	/	-2.7	2.4	0.9	-0.4	/
COc1ccc(C/C(N)=N/n2cnnc2)cc1Cl	-1.8	-1.8	3.1	18.7	-1.8	-1.2	0.8	1.0	11.7
COc1cc(S(=O)(=O)N2CCN(C(=O)c3ccccc3)CC2)c(OC)cc1Br	2.7	-1.9	2.5	1.4	-3.7	-0.1	0.2	0.1	/
CCOC(=O)c1nn(-c2ccc(Cl)cc2)c2nnc(Cc3ccccc3)c(=O)n12	0.2	-3.5	5.6	67.0	3.7	-1.4	0.4	-1.0	13.3
COc1ccc(NC(=O)C(F)(F)F)cc1OC	-1.0	1.4	1.0	-0.4	-3.1	2.3	-0.2	0.8	25.7
CCCCC(CC)CNC(=O)c1cc2ccccc2c(=O)o1 (configuration not stated)	1.9	-1.1	7.8	59.5	0.9	2.5	0.8	0.6	9.2
Cc1ccc(S(=O)(=O)CCC(=O)Nc2ccc(S(=O)(=O)N(C)C)cc2)cc1	-0.2	-7.3	13.5	-2.2	1.3	-3.0	0.0	-0.8	12.2
Cc1cc(NC(=O)COc2c(C)cccc2C)no1	0.5	-1.5	7.5	-11.3	8.5	-0.3	0.0	-0.6	9.4
Cc1oc2c(c1C(=O)NCCO)CCCC2	-0.2	-12.8	2.0	11.0	1.5	0.0	0.5	0.0	5.8
Nc1nnc(CC(=O)NCc2ccccc2)s1	-2.6	-9.9	4.0	-5.5	0.3	-1.6	0.3	0.6	-4.8
COc1ccc(NC(=O)Nc2cc(C)ccc2F)cc1	1.9	-7.7	3.8	30.7	-1.5	2.8	-0.2	-0.4	24.9
COc1ccc(NC(=O)COC(=O)C(CC(C)C)N2C(=O)C3CC=CCC3C2=O)cc1Cl (configuration not stated)	2.6	-5.7	4.4	54.5	0.2	-1.5	0.5	0.4	18.9
O=C1CC(C(=O)Nc2ccc(C(=O)O)cc2)C(c2ccccc2)O1 (configuration not stated)	-1.0	3.3	2.4	52.2	-1.0	-3.0	1.0	0.7	18.9
CCCS(=O)(=O)c1csc(C(=O)OC)c1N	1.5	-4.1	3.5	-23.4	-4.7	-2.2	0.8	0.3	6.2
COc1cccc2cc(/C(C)=N/NC(=O)c3ccco3)oc12	0.4	-1.9	5.6	5.3	3.0	-1.3	0.2	-0.3	-9.2
Cc1ccnc(NS(=O)(=O)c2ccc(NC(=O)c3cc(-c4ccc(Br)cc4)nc4ccccc34)cc2)n1	2.5	-3.9	7.8	3.8	0.2	2.8	0.9	-0.5	11.5
CCOC(=O)c1c(C)nc2sc(C(=O)Nc3ccc(OC)cc3)c(N)c2c1-c1ccc(OC)cc1	-12.3	-7.5	6.5	-0.2	1.6	-0.8	0.7	-0.5	2.7
COc1ccc(OC)c(CC(NC(C)=O)C(=O)NC2CCN(c3c(Cc4ccccc4)c(C)nc4ncnn34)CC2)c1 (configuration not stated)	0.1	-6.0	2.3	3.6	-0.3	-3.6	0.8	0.9	6.3
CCOC(=O)C[N+](C)(C)CCOC1CC2CCC1(C)C2(C)C (configuration not stated)	-0.5	-3.9	30.2*	-9.1	14.8	-0.8	0.2	1.2	14.7
N#CC(c1nc2ccccc2nc1OCCO)S(=O)(=O)c1ccccc1 (configuration not stated)	3.9	-8.1	-1.8	8.5	-4.8	1.6	0.1	1.0	3.6
CCOc1nc(N(C)C)nc(-n2nnc(C(C)=O)c2C)n1	13.6	-7.0	3.5	4.6	2.9	2.2	0.7	1.2	5.8
O=C1CCCC2=C1C(c1ccc(O)c(O)c1)Nc1ccc3ncccc3c12 (configuration not stated)	-1.8	6.3	2.8	-2.7	-0.6	0.6	0.5	0.9	9.0
CCOC(=O)c1cnn(Cc2ccccc2Cl)c1N	10.8	-6.1	10.0	22.6	2.3	5.3	0.3	0.7	13.2
O=C(CN1CCCN(Cc2ccc(F)cc2Cl)C1=O)NCc1ccccc1	-0.2	-4.8	-0.9	15.0	-0.6	-2.5	-0.3	0.1	5.4
O=C(NCCN1CCN(c2ccccc2F)CC1)C1CC(=O)N(C2CCCC2)C1 (configuration not stated)	-2.0	-11.7	4.0	-5.5	5.2	-1.7	0.7	0.3	3.1
CCOc1ccc(NC(=O)N(CCCN2CCOCC2)Cc2cccnc2)cc1	0.8	-2.0	1.0	43.1	-2.3	1.2	-0.1	0.0	9.5
O=C(O)c1ccccc1NC(=S)NC(=O)c1sc2ccccc2c1Cl	-0.7	6.4	-2.5	35.3	-4.5	-2.0	0.2	0.1	11.9
Cc1cc(N2CCCCC2)nc(SCc2ccc(C#N)cc2)n1	-3.2	-3.3	4.6	4.8	-2.0	4.9	-0.5	-1.7	23.6
COc1cc(C(=O)N(Cc2ccccn2)CC2CCCO2)cc(OC)c1OC (configuration not stated)	0.0	3.3	4.8	5.8	-3.4	-3.2	-0.6	0.8	8.9
O=C(NCCSc1ccccc1)c1ccco1	0.3	7.2	1.1	-6.1	-2.6	-1.1	0.0	0.1	4.9
CC12CCC(C(=O)NCC3CCCO3)(OC1=O)C2(C)C (configuration not stated)	-2.1	-1.4	4.2	9.4	0.3	-2.3	0.8	1.0	4.1
Cc1c(NC(=O)Nc2ccc(Cl)c(Cl)c2)sc(=S)n1C	-1.0	10.6	1.9	/	-1.8	-2.1	0.6	0.6	/
CC1CCCCC1NC(=O)CSc1nnc(N)s1 (configuration not stated)	-1.3	-8.0	1.0	8.9	-3.5	-0.2	0.5	0.2	-10.1
O=C(CSc1nnc(-c2cccs2)n1Cc1ccco1)c1ccc2c(c1)OCO2	-1.5	-2.1	2.5	-2.1	-0.3	1.8	-1.5	-2.0	-10.2
O=C(O)C1Nc2c(O)cccc2C2C=CCC12 (configuration not stated)	-1.1	1.5	2.8	11.6	-2.5	-0.4	0.3	0.4	3.4
Cc1cccc(C)c1NC(=S)N(Cc1ccco1)C1CCN(C(C)C)CC1	1.6	5.0	4.1	-2.8	-0.8	2.1	1.2	2.6	2.6
N#Cc1c(NC(=O)CCn2cnc3ccccc3c2=O)oc(-c2ccccc2)c1-c1ccccc1	-1.4	-11.7	-1.6	56.3	-3.9	-2.0	0.2	-1.1	11.3
Cc1cccc(NC(=S)NNC(=O)c2csc(C(C)C)c2)c1	-1.2	-5.0	2.5	46.0	-1.1	-1.6	-0.9	-1.3	22.6
CCOC(=O)C1=C(C)NC2=C(C(=O)CCC2)C1c1ccsc1 (configuration not stated)	-1.1	-7.3	11.1	-16.1	6.7	-0.9	-0.5	-1.0	-15.1
Cc1cc(C)c(S(=O)(=O)N2CCN(c3ccc([N+](=O)[O-])c(NCc4ccco4)c3)CC2)c(C)c1	-1.2	-2.7	-0.7	40.4	-4.0	-2.1	0.9	0.6	-6.8
NC(=S)NNC(=O)c1ccccc1	-4.3	-8.8	1.0	-9.8	-1.4	1.1	0.8	0.8	-7.7
CC1CCN(S(=O)(=O)c2ccc(Oc3ccc([N+](=O)[O-])cc3)cc2)CC1	-13.4	-6.7	4.0	52.1	-0.7	0.8	1.8	2.0	-5.7
O=[N+]([O-])c1cccc(CNCc2ccccc2)c1	0.2	-3.0	3.5	7.2	-1.5	-1.3	0.9	-0.3	18.1
